INS-1E GSIS act = GLuc luminescence reporter in INS-1E cells, primary screen for activators of glucose-dependent secretion of insulin; 370,000 tested, 0.61% active; INS-1E GLuc reporter insulin secretion, 2-3 h; activation, % at 16.6 µM;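 active means lowest replicate activation of at least 40%, so every replicate reaches that level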;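 further: 0% = median of neutral control wells and 100% = median of IBMX positive control wells; some compounds called inactive have numbers as strong as hits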
DENV2 CPE = inhibitors of DENV2 cytopathic effect, primary screen, cell-based, plate reader, single concentration. DENV2-infected cells, cytopathic effect rescue. CPE inhibition, % at 9.99 µM. 350,000 tested, 1.7% active; in the data active means CPE inhibition above about 20%, passing the limit was not always enough; inconclusive means no clear call, values can overlap the other calls; tested in BHK-21 cells;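 further: 0% = median of neutral control wells and 100% = median of positive control wells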
PAX8 reporter = inhibitors of PAX8-driven TPO luciferase reporter, primary screen, RMG-I cells, single concentration; SteadyGlo, 24 h; inhibition, % at 12.6 µM; 360,000 tested, 1.2% active;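 active means mean replicate inhibition at least 60% with every replicate also reaching 60%; inconclusive means only one of the two criteria is met; inactive means mean below 60% and not all replicates reaching 60%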;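 further: luciferase light reporting Pax8 driven TPO promoter activity; plate controls were median of neutral control wells for no effect and mitoxantrone controls for full effect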
CFTR F508del cor = F508del CFTR correction, initial screen, CFBE line, single point; CFBE cells, YFP halide quenching; stimulated with forskolin plus potentiator P3; % fluorescence drop versus neutral controls; activity (quench increase), % at 7.58 µM; 350,000 tested, 0.36% active; AID 720511, 2013;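 active means mean added fluorescence quench of at least 8% versus neutral control, with both replicates also reaching 8%; inconclusive means only one of the mean or replicate conditions met; inactive means mean below 8% and not both replicates reaching 8%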;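 further: cells transiently co-express mutant CFTR-F508del with the halide-sensitive YFP; corrector assay measuring rescue of mutant channel to the surface after 24 h compound exposure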
EWS-Fli inh = EWS/Fli-driven NR0B1 reporter inhibitors, primary screen, A673 cells, NR0B1 luciferase, luminescence, MLPCN library. viability-normalised. inhibition, % at 12.6 µM. 350,000 tested, 0.67% active. AID 651661, 2012;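 active means mean inhibition of at least 50% after viability correction, with every replicate also passing that limit; inconclusive means mean reaches 50% but only one of two replicates passes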;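 further: firefly luciferase signal divided by Alamar Blue viability fluorescence both relative to DMSO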
miR122 inh = miR-122 Renilla sensor signal increase in Huh7, primary screen, miR-122 inhibitor project, cell-based, single point, plate reader | 340,000 tested, 0.3% active | activation (reporter increase), % at 12.5 µM | AID 602342, 2012 | Huh7 miR-122 Renilla luciferase sensor, 48 h; neutral wells = 0, positive control = 100;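 active means mean replicate activation score at least 90 and every replicate individually at or above 90; inconclusive means only one of the two criteria met; inactive means neither criterion met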;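 further: higher luciferase means less miR-122 activity so hits act as miR-122 inhibitors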
FN deposition inh = inhibitors of fibronectin matrix deposition, primary screen, AH1F cells, Alexa488-fibronectin fluorescence, plate reader | 350,000 tested, 0.086% active | AH1F fibroblasts, overnight | inhibition, % at 12.6 µM;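 active means mean inhibition across replicates of 30% or more, regardless of how many single replicates reach that level; inconclusive means mean under 30% yet at least half of replicates reach 30%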;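 further: positive control wells lacked labelled fibronectin entirely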
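test system = AH1F fibroblasts assembling fluorescent fibronectin matrix | quantity = 10000 AH1F cells per well | buffer or medium = DMEM plus 2% serum, read in PBS | doses = single dose, pinned | incubation = 1 h cell attachment, overnight exposure to compound and label | detection = fluorescence at 485 nm excitation, 525 nm emission | read-out basis = inhibition from reduced deposited-fibronectin fluorescence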
Active calls of the source: *; u = inconclusive; x = not tested or not shown; [ ] = dose if it differs, or a comment. This is a random part of the collection. Share with any hit: about 3.9%.

Values run as follows: INS-1E GSIS act	DENV2 CPE	PAX8 reporter	CFTR F508del cor	EWS-Fli inh	miR122 inh	FN deposition inh
CC(C)C(=O)c1cn(CC(=O)N2CCCc3ccccc32)c2ccccc12
  -20	x	x	x	x	33	-3
CCC(C)(C)n1nnnc1C(c1cc2ccc(OC)cc2[nH]c1=O)N1CCCCC1 (stereo not drawn)
  x	x	1	x	x	50	-8
Cc1cc(NC(=O)CC(F)(F)F)n(-c2ccccc2)n1
  -4	-6	2	x	4	-3	8
CC(=O)N(C)C[C@H]1[C@H](c2ccccc2)[C@@H](CO)N1C(=O)C1CC1
  15	-12	-3	-3.0	-5	-21[16.7 µM]	x
COc1ccc(S(=O)(=O)N2CCC(C(=O)NCc3ccco3)CC2)cc1C
  17	-2	8	1.5	15	x	2
CCc1ccc(OC(=O)Cc2ccc(OC)c(S(=O)(=O)N3CCOCC3)c2)cc1
  -35	13	0	-0.4	-6	4	6
C[C@@H]1CN([C@@H](C)CO)C(=O)c2cc(NC(=O)C3CCCCC3)ccc2O[C@@H]1CN(C)S(=O)(=O)c1ccc(Cl)cc1
  -9	x	-30	6.2	-6	6[16.7 µM]	x
Cc1cccc(/C=C(\c2nc3ccccc3[nH]2)S(=O)(=O)c2ccccc2)c1
  -7	12	106*	-6.5	71*	-1	16
O=C(C[C@H]1CC[C@@H]2[C@H](COC[C@H](O)CN2CC2CCCCC2)O1)NCc1ccc(F)cc1
  -6	-4	0	-1.9	3	-11[16.7 µM]	-12
Cc1c(C(=O)C(=O)NCCc2ccc(S(N)(=O)=O)cc2)c2ccccc2n1C
  13	0	7	3.4	-7	-8	2
CCOC(=O)C(C)N1CC(=O)N(c2ccccc2)C1=O (stereo not drawn)
  11	u	2	-3.3	-2	8	-8
CN(C)CCNC(=O)c1cc2c(s1)-c1ccccc1OC2
  15	-5	-70	-2.5	-66	0	4
CN(CCN1CCOCC1)C(=O)C1CCC(=O)N(Cc2ccc(Cl)cc2)C1 (stereo not drawn)
  15	2	-7	-0.9	-5	-5	-4
CC(C)NC(=O)N(C)C[C@H]1Oc2cc(C#Cc3ccc(F)cc3)ccc2S(=O)(=O)N([C@@H](C)CO)C[C@H]1C
  -11	-6	x	-1.0	-7	-23[16.7 µM]	x
CCCCC(=O)N(C)c1c(CC)nc2c(OCCOC)cccn12
  8	-8	-11	-1.6	-11	1	1
Fc1ccc(-c2nnc3ccc(N4CCCC4)nn23)cc1
  x	18	-3	-0.9	-2	-10	-1
Cc1ccc(-c2sc(-c3ccccc3)nc2CC(=O)Nc2ccccc2F)cc1
  x	-1	5	x	2	1	6
COc1ccc(C#Cc2ccc3c(c2)O[C@H](CN(C)C(C)=O)[C@@H](C)CN([C@H](C)CO)S3(=O)=O)cc1
  -5	-6	x	2.0	0	13[16.7 µM]	-23
O=C(C[C@@H]1C=C[C@@H](NC(=O)Nc2ccccc2)[C@@H](CO)O1)NCc1cccc(F)c1
  1	-2	15	-0.2	3	x	x
CC[N+](CC)(CC)C/C=C/CN1CCCCC1
  31	-5	-2	-0.3	-6	x	-3
CC(=O)NC[C@@H]1[C@@H](c2ccc(-c3ccccc3)cc2)[C@H](CO)N1C(=O)C1CCC1
  2	6	-7	-1.3	5	-29[16.7 µM]	x
CC(=O)N1CCN(c2nnc(-c3ccc(C)cc3)c3ccccc23)CC1
  41*	3	16	-1.0	-1	x	4
N#Cc1ccc(C(=O)Nc2cc(S(=O)(=O)N3CCCC3)ccc2OCC(F)(F)F)cc1
  -11	x	4	x	x	-3	10
O=C(COc1ccc2oc(-c3ccco3)cc(=O)c2c1)N1CCCCC1
  19	-6	-9	-3.7	-15	x	0
Nc1nc2cc(Cl)ccc2n1N
  2	-6	5	-0.2	6	x	13
COCC(C)N1CC(O)=C(c2nc(-c3ccc(Cl)cc3)cs2)C1=N (stereo not drawn)
  1	-6	9	-3.1	-8	-17	3
CCCNC(=O)N1C[C@H](O)COC[C@H]2O[C@H](CC(=O)NCCCN3CCOCC3)CC[C@@H]21
  2	0	-1	-2.2	-5	-1[16.7 µM]	0
Cc1ccnc(NC(=O)Cn2cc([N+](=O)[O-])cn2)c1
  8	-1	5	-1.5	-38	x	x
CCc1ccc(C(=O)NNC(=O)C2CCN(c3ncnc4sc(C)c(C)c34)CC2)cc1
  -18	-4	27	1.7	11	x	1
Cc1ccc(C(=O)Nc2nn(C)c3cccc(F)c23)cc1
  36	4	8	-0.5	-32	0	4

(cont.)
Values run as follows: INS-1E GSIS act	DENV2 CPE	PAX8 reporter	CFTR F508del cor	EWS-Fli inh	miR122 inh	FN deposition inh
COc1ccc(C(=O)Nc2ccc(NC(=O)Cc3ccccc3)cn2)cc1
  4	2	3	2.2	-7	x	3
CCOC(=O)c1sc2nc(-c3ccccc3)ccc2c1N
  76*	x	-201	x	x	x	-2
CC(=O)N1CCc2cc(S(=O)(=O)C(C)CC(=O)Nc3ccc(OC(F)(F)F)cc3)ccc21 (stereo not drawn)
  -31	-5	-65	-5.9	-39	-8	-2
COCC#Cc1ccc2c(c1)O[C@H](CN(C)Cc1ccccc1)[C@@H](C)CN([C@H](C)CO)S2(=O)=O
  -1	28*	x	0.9	5	32[16.7 µM]	x
Cc1cc(Nc2cc(C(=O)O)ccc2C)n2ncnc2n1
  1	8	-25	0.4	-8	4	12
CCC(C)(C)n1nnnc1C(c1cccnc1)N1CCCc2ccccc21 (stereo not drawn)
  -12	x	x	-2.1	0	-3	x
CCOC(=O)c1ccc(S(=O)(=O)N2CCN(C(=O)C3CSC4(C)CCC(=O)N34)CC2)cc1 (stereo not drawn)
  x	-2	12	1.1	0	-1	5
NS(=O)(=O)c1ccc(CCNC(=O)CN2CCN(Cc3cccc(C(F)(F)F)c3)CC2)cc1
  -13	18	4	-0.8	36	1	-1
Cc1cccc(NC(=O)CCN2CCC(C)CC2)c1
  x	u	-3	2.5	4	5	-2
N/C(=N\N=C\c1ccco1)SC1CC(=O)N(c2ccc(C(=O)O)cc2)C1=O (stereo not drawn)
  15	-5	4	x	-1	x	-8
C/C=C/c1ccc(OCC(=O)Nc2cc(OC)c(OC)c(OC)c2)c(OC)c1
  -46	-3	33	-3.5	14	2	3
COc1ccc(C=O)cc1CN1CCCN(Cc2ccccc2F)S1(=O)=O
  13	5	-7	2.1	-2	-4	1
NC(=O)c1ccc(NS(=O)(=O)c2ccc(S(=O)(=O)N3CCCC3)cc2)cc1
  x	-2	3	-1.8	-1	-6	14
CN(C(=O)c1cccc(NC(=O)Cc2cccc(NC(=O)C3CCN(C(=O)C4CCC4)CC3)c2)c1)C1CCC1
  4	-4	-13	1.0	6	x	10
CN(C)C(=O)C[C@@H]1CC[C@@H]2[C@H](COC[C@H](O)CN2S(=O)(=O)c2ccccc2)O1
  1	3	x	0.3	x	-5[16.7 µM]	1
CC(C)NC(=O)Nc1ccc2c(c1)C(=O)N([C@H](C)CO)C[C@H](C)[C@H](CN(C)S(=O)(=O)c1ccc(F)cc1)OCCCC[C@H](C)O2
  -17	-2	13	-1.3	6	25[16.7 µM]	x
C[C@@H]1CN([C@H](C)CO)C(=O)Cc2cc(NS(=O)(=O)c3cn(C)cn3)ccc2O[C@H]1CN(C)S(C)(=O)=O
  7	5	-43	-0.2	-13	3[16.7 µM]	x
OC[C@@H]1[C@@H](c2ccc(-c3cccnc3)cc2)[C@H]2CN(CC3CCOCC3)CCCCN12
  x	-8	1	0.8	-6	18[16.7 µM]	x
COC(=O)Nc1nnc(Cc2ccc(OC)cc2)s1
  x	x	-15	x	x	-5	-1
COC(=O)COc1ccc(/C=N/NC(=O)CN(c2ccccc2OC)S(=O)(=O)c2ccccc2)cc1
  4	4	69*	-3.7	34	x	-4
COc1ccc(C(=O)N/C(=C\c2cn(S(=O)(=O)N(C)C)c3ccccc23)C(=O)NCCCN2CCOCC2)cc1
  -10	-4	2	-3.2	-3	-13	3
Cc1cc(Br)cn2c(Cc3ccccc3C(F)(F)F)c(-c3ccc(C#N)cc3)nc12
  -15	-7	11	-1.0	-1	x	-11
CS(=O)(=O)N1CCCC(C(=O)NCc2ccccc2Cl)C1 (stereo not drawn)
  10	x	x	x	x	1	4
COc1ccc(C(=O)OCc2c(C)noc2C)cc1
  12	19	-3	-0.1	5	x	-1
O=C1CN(C(=O)COC(=O)c2oc3ccccc3c2COc2ccccc2)c2ccccc2N1
  x	x	1	x	x	8	4
COC(=O)C1C(c2ccccc2)C(C(=O)OCc2ccco2)C1c1ccccc1 (stereo not drawn)
  -31	0	x	3.2	9	x	x
Cc1ccc(C(=O)CSc2nnc(CNc3ccc(C)cc3C)o2)cc1
  x	x	8	x	x	-8	2
CCCCNC(=O)CNC(=S)N(Cc1ccccc1)Cc1cccnc1
  -1	x	7	x	x	x	4
Cc1cc(=O)n2nc(N3CCCC(C(=O)NCc4cccc(Br)c4)C3)sc2n1 (stereo not drawn)
  36	-5	0	1.0	3	x	4
NS(=O)(=O)c1cccc(NC(=O)c2cncc(Br)c2)c1
  -7	-3	-12	0.7	-4	1	14

Following part.
Values run as follows: INS-1E GSIS act	DENV2 CPE	PAX8 reporter	CFTR F508del cor	EWS-Fli inh	miR122 inh	FN deposition inh
CCCCOCC1CN(CCCC)S(=O)(=O)c2c(cccc2N2CCCCC2)O1 (stereo not drawn)
  45	-17	13	0.2	2	x	-2
Cc1ccc(NC(=O)CSc2nc3c(c(=O)[nH]2)CN(Cc2ccc(F)cc2)CC3)cc1C
  7	-4	3	3.0	8	x	-10
Cc1ccc(OCCSc2nc3ccccc3n2CC(=O)O)c(C(C)C)c1
  3	9	-4	-1.0	4	x	-9
Cc1ccc(N2C(=O)N(CC(=O)N3c4ccccc4CC3C)C(=O)C2C)cc1 (stereo not drawn)
  -28	-3	12	0.6	1	-3	x
CN1CCN(C(=O)C[C@@H]2CC[C@H](NC(=O)Nc3ccccc3F)[C@H](CO)O2)CC1
  -7	2	-16	0.8	-4	x	-9
CCOc1ccc(Cn2nnc(C(=O)NCc3ccc(OC)cc3)c2N)cc1
  8	9	8	-0.2	-3	-3	6
Cc1ccc(C)c(NS(=O)(=O)c2cc(C(=O)NCc3ccccn3)ccc2C)c1
  2	10	15	3.6	6	34	-1
COc1cc(C=O)ccc1OCC(=O)Nc1ccc2c(c1)OCO2
  49	-2	-52	0.4	-36	2	6
CC(=O)N1[C@@H](CO)[C@H](c2ccc(-c3ccccc3)cc2)[C@@H]1CNC(=O)C1CC1
  4	-6	4	2.9	3	0[16.7 µM]	-8
O=C(CN1CCOCC1)NCC[C@H]1CC[C@@H](NC(=O)Nc2ccccc2)[C@H](CO)O1
  -3	-2	7	-0.9	2	x	3
COC(=O)c1ccc(C2C(Oc3ccccc3)C(=O)N2CCc2ccc(F)cc2)cc1 (stereo not drawn)
  -4	x	x	1.5	1	36	x
C=CCN1C(=O)/C(=C/N(C)C)S/C1=N\S(=O)(=O)c1cccs1
  7	-2	13	0.7	-2	-7	x
COc1ccc(OCc2cc(C(=O)NCC(C)Oc3cccnc3)no2)c(Cl)c1 (stereo not drawn)
  1	3	x	2.4	-34	-1	10
C[C@@H]1CN([C@@H](C)CO)C(=O)c2cc(NC(=O)CCC(F)(F)F)ccc2O[C@@H](C)CCCCO[C@@H]1CN(C)S(=O)(=O)c1cn(C)cn1
  4	u	-22	-2.4	-12	10[16.7 µM]	x
Cc1ccccc1OCC(=O)Nc1sc(C(=O)Nc2cccc(C)c2C)c(C)c1C#N
  12	-6	x	3.5	13	-2	x

Compound activity deposited in PubChem BioAssay by Broad Institute.
